USP2a block – blocks human ubiquitin-specific protease USP2a; O75604; USP2 core, Ub-CHOP2 coupled fluorogenic reporter, 485/531; Potency, µM (top dose mostly 38.3 µM), inactives show at the highest dose activity change, negative = inhibition, hits mostly inhibitors; 0.01% of 330,000 active; AID 463254;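 note: potency is the fitted concentration of half-maximal effect; plate controls were DMSO wells for no effect and full inhibition by NEM control for full effect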
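Cell-free coupled assay: 10nM USP2 core preincubated 30min RT with compound in Tris-HCl pH 8.0/CaCl2/CHAPS buffer, then 25nM Ub-CHOP2 and 25nM reporter substrate; fluorescence (Ex 485/Em 531) read after 60min RT, normalized to NEM inhibition, concentration-response curves fitted.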
TSHR antag – blocks TSH signaling through the human TSH receptor; 0.2% of 330,000 active; TSHR-expressing cells, TSH-stimulated cAMP HTRF, 2 h; hits give low values; P16473; activity change, negative = inhibition, % at 11.5 µM;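 active = activity change below a set negative limit, meaning inhibition stronger than a set level, cut at about -70% in these data; inconclusive = activity change between two set negative limits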; note: % is set by controls: 0 for no effect and ±100 for the full control effect
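Competitive HTRF cAMP read-out (cryptate anti-cAMP antibody, cAMP-d2; 30 min, room temperature) in freshly harvested TSHR cells. Compounds added before TSH at EC80 (4nM final), followed by 2 hours' incubation at 37 deg C.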
MBNL1 CUG block – blocks human MBNL1 binding to CUG repeat RNA. Q9NR56. AID 2675. Potency, µM (doses to about 57.5 µM), without a hit: at the top dose activity change, negative = inhibition, hits mostly inhibitors. 0.036% of 280,000 active. TR-FRET MBNL1-His/biotin-(CUG)12 binding, 665/545 ratio; active = well fitted inhibition curve with a large enough effect in the signal ratio, with a control signal flat, not every such curve was filed as active; inconclusive = small, poorly fitted or top-dose-only effect, or effect the other way, or a change in a side signal; inactive = no such curve, though single readings can be large or run the other way; the % refers to the signal ratio; note: potency is the fitted concentration of half-maximal effect; % is set by controls: 0 for no effect and ±100 for the full control effect
Target sequence (Q9NR56 whole entry, looked up): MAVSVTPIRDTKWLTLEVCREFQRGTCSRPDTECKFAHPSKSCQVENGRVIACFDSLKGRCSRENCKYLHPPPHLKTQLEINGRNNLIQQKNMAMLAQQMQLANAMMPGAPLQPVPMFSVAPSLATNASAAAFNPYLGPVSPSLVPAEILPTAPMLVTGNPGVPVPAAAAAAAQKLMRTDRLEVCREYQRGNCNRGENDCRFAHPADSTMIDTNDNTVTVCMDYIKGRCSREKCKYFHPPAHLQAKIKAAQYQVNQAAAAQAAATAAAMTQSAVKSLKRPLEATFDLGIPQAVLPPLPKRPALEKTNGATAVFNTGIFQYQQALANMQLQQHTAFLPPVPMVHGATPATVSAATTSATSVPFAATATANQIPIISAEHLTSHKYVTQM
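Inhibition of protein-RNA binding appears as loss of TR-FRET between terbium anti-His antibody on MBNL1-His and streptavidin-XL665 on biotin-(CUG)12. Activity is normalized to buffer-only and uninhibited-complex controls.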
GALK inh – blocks human galactokinase activity. Purified GALK, Kinase-Glo residual ATP luminescence. Potency, µM (top dose mostly 57.5 µM), without a hit: at the top dose activity change, negative = inhibition, usual class: inhibitors. 0.007% of 270,000 active. AID 1868; note: potency is the fitted concentration of half-maximal effect; % is set by controls: 0 for no effect and ±100 for the full control effect
Target sequence (P51570 whole entry, looked up): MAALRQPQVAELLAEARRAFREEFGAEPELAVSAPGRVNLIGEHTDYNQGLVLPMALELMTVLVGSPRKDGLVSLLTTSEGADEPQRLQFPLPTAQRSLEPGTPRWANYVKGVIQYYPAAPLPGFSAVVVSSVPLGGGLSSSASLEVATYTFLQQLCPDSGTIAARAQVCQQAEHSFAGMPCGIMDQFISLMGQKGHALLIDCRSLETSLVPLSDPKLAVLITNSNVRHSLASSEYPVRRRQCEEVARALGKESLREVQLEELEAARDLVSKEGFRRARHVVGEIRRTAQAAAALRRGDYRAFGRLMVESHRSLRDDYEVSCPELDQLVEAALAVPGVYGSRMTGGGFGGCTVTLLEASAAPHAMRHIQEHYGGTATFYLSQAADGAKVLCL
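Kinase-Glo Plus luminescence measured ATP left after a 1 h room-temperature reaction. The reaction used 5 nM GALK, 100 uM galactose and 35 uM ATP at pH 8.0 (20 mM HEPES, 5 mM MgCl2, 60 mM NaCl, 1 mM DTT, 0.01% BSA).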
PKM2 activator – activators of human pyruvate kinase M2 | 0.34% of 260,000 active | purified PKM2, Kinase-Glo ATP luminescence, activation; response scale: 0% is enzyme alone, no compound | Potency, µM (top dose mostly 57.5 µM), for the others: at the highest dose activation, most hits filed as activators; note: potency is the fitted concentration of half-maximal effect; % is set by controls: 0 for no effect and ±100 for the full control effect; nearly all actives have a fitted effect of over 55% in size
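ATP formation by purified human PK-M2, quantified via coupled luciferase luminescence after 1 h at room temperature with 0.1 mM ADP and 0.5 mM PEP final.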
ASM inhibitor – human S-ASM enzyme inhibition; placental ASM, HMU-PC fluorogenic substrate, 60 min; P17405; AID 504937; 0.006% of 340,000 active; Potency, µM (titrated, usually from 57.5 µM), for the others: at the highest dose activity change, negative = inhibition, actives largely listed as inhibitors; note: potency is the fitted concentration of half-maximal effect
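Steps: dispense placental human ASM, pin compound, wait 10 min at room temperature, add HMU-PC0 substrate at 9 uM final, incubate 60 min at 37 °C, add stop solution raising pH to 10, read fluorescence.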
hERG WT inh – blocks the wildtype human KCNH2 potassium channel; Q12809; U2OS, BacMam KCNH2, thallium flux FluxOr; hits give low values; activity change, % at 1.84 µM; 0.37% of 340,000 active; AID 720551;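 active = maximum activity change below -70%; inconclusive = maximum activity change between -70% and -50%; inactive = maximum activity change above -50%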; note: % is set by controls: 0 for no effect and ±100 for the full control effect
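U2OS cells transduced with wild-type KCNH2 virus are loaded with FluxOr dye for 45 min, and thallium flux is measured in kinetic reads before and after stimulation buffer. Rate constants are normalized to DMSO controls.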
Eya2 phos inh – inhibitors of human Eya2 phosphatase activity; O00167; recombinant Eya2, OMFP fluorescence dephosphorylation (OMFP is methylfluorescein phosphate); Potency, µM (series often up to 76.9 µM), for inactives: at the top dose activity, negative = inhibition, usual class: inhibitors; 0.006% of 330,000 active; AID 488837; note: potency is the fitted concentration of half-maximal effect; % is set by controls: 0 for no effect and ±100 for the full control effect
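Eya2 protein (added as 0.2 uM solution) was preincubated with compound for 10 min at ambient temperature in 50 mM HEPES pH 7.5, 50 mM NaCl, 5 uM MgCl2, 0.05% BSA, 1 mM DTT. OMFP (added at 50 uM) then reacted 10 min; fluorescence read at 485/525 nm.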
Mito fusion act – blocks mitochondrial division or promotes mitochondrial fusion; S. cerevisiae fusion-defective mutant growth rescue, CellTiterGlo 48 h; 0.23% of 320,000 active; AID 485298; Potency, µM (top dose mostly 46.1 µM), for inactives: at the highest dose growth rescue (activation), usual class: activators;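 note: potency is the fitted concentration of half-maximal effect; % of control where 0% means no effect; nearly all actives have a fitted effect of over 45% in size; temperature-sensitive fusion mutants such as fzo1-1 at 37 °C on non-fermentable ethanol glycerol medium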
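Yeast fusion mutant, YPEG (non-fermentable carbon), compound, 48 h at 37C non-permissive; CellTiterGlo added, 10 min RT, luminescence read. Rescued growth = division inhibition.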
BCR signal inh – inhibitors of chronic active B-cell receptor signaling | AID 493014 | 0.05% of 340,000 active | Potency, µM (top dose mostly 46.1 µM), for inactives: at the top dose ratio change, negative = lower green/red ratio, actives largely listed as inhibitors | ABC-DLBCL IkBa-CBG/CBR reporter, luminescence ratio, 4 h; active = well fitted inhibition curve with a large enough effect in the signal ratio, with a control signal flat, not every such curve was filed as active; inconclusive = small, poorly fitted or top-dose-only effect, or effect the other way, or a change in a side signal; the % refers to the signal ratio;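 note: potency is the fitted concentration of half-maximal effect; plate controls were basal doxycycline-induced cells for no effect and cells given 10 µM MG132 for full effect; MG132 reads +100%, hits lower the ratio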
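TMD8 ABC-DLBCL cells carrying doxycycline-inducible green luciferase fused to IkappaBalpha plus unfused red luciferase were exposed to compounds (up to 46 uM) for 4 hrs at 37C. Activity came from the overlap-corrected green/red luminescence ratio.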
Menin-MLL TR inh – displaces Texas Red mutant MLL peptide from human menin; O00255; Menin + Texas Red MLL mutant peptide, fluorescence polarization; Potency, µM (highest dose often 61.6 µM), without a hit: at the top dose FP activity change, negative = inhibition, hits mostly inhibitors; 0.23% of 270,000 active; active = well fitted inhibition curve with a large enough effect in the polarisation, with a control signal flat, not every such curve was filed as active; inconclusive = small, poorly fitted or top-dose-only effect, or effect the other way, or a change in a side signal; inactive = no such curve, though single readings can be large or run the other way; the % refers to the polarisation; note: potency is the fitted concentration of half-maximal effect; % of control where 0% means no effect; many of its hits are not listed in these tables
Starred values were filed as active, the others as inactive; ? = inconclusive; / = not tested or not shown; [ ] = remark or other dose. Unless noted, calls come from the whole dose curve; as a rule, active = well fitted curve in the direction sought with a large enough effect; inconclusive = small, poorly fitted or top-dose-only effect, or another doubt; inactive = no such curve, though single readings can be large; an effect the other way counts as inactive or inconclusive. A portion of the library; count on the stated rates, not on these rows.

SMILES	USP2a block	TSHR antag	MBNL1 CUG block	GALK inh	PKM2 activator	ASM inhibitor	hERG WT inh	Eya2 phos inh	Mito fusion act	BCR signal inh	Menin-MLL TR inh
CCOC(=O)N1CCN(C(=O)CN(C)S(=O)(=O)c2ccc(F)cc2)CC1	-1.9%	-8.1	1.2%	-2.2%	/	-2.8%	1.2	-15.7%	-0.3%	-0.3%	19.1%
O=C(NCc1ccccc1)C12CC3CC(CC(C3)C1)C2	4.0%	-1.0	7.1%	2.1%	-3.5%	2.1%	-3.6	-5.0%	5.0%	?	-0.4%
COc1ccc(Cl)cc1N(C)C(=O)CCNC(=O)Cn1cnc2ccccc2c1=O	-3.7%	11.1	-5.2%	-0.9%	-7.5%	-1.1%	-5.4	10.8%	-6.6%	-1.7%	-0.4%
Cc1c(OCC(=O)N[C@@H](Cc2c[nH]c3ccccc23)C(=O)O)ccc2c1oc(=O)c1ccccc12	-0.6%	4.5	-11.0%	/	4.5%	0.0%	-2.1	14.2%	-1.6%	-4.6%	9.3%
N#Cc1ccccc1OCC(=O)OCC(=O)NC1CCCC1	-1.1%	-6.5	/	/	/	2.3%	-22.6	-4.2%	-1.9%	3.6%	/
CCOc1cc(C(=O)N/N=C/C(Br)=C/c2ccccc2)cc(OCC)c1OCC	2.7%	-4.8	/	-1.1%	1.0%	-3.3%	-8.2	6.0%	-21.3%	?	-0.9%
COc1cc(C(=O)Nc2c(C)cc(C)cc2C)c(Br)c(OC)c1OC	2.2%	0.3	-2.3%	4.4%	3.9%	1.9%	-9.8	-7.8%	0.7%	8.7%	-20.8%
CC(=O)N(c1ccc2oc(=O)sc2c1)S(=O)(=O)c1cccs1	1.8%	-3.6	-8.6%	1.0%	53.2%	-2.3%	-3.1	-4.9%	-0.7%	-25.7%	18.3%
CC(=O)Oc1ccc(CCC(C)OC(C)=O)cc1 (configuration not stated)	-0.5%	6.1	-5.0%	-2.6%	-0.7%	3.1%	2.9	5.7%	-2.1%	-4.6%	-5.8%
COc1cccc(CNC(=O)C2CCN(S(=O)(=O)N3CCC4(CC3)OCCO4)CC2)c1	2.2%	-4.1	0.0%	/	-1.2%	/	-11.1	-5.4%	-1.0%	?	-12.0%
CC1(C)Oc2ccc3ccc(=O)oc3c2/C(=C/NC2CCCCC2)C1=O	1.5%	-3.5	7.3%	-2.6%	-5.7%	-7.7%	1.3	-18.4%	?	17.3%	?
COc1cc(OC)cc(C(=O)NNC(=O)CCC(=O)c2cc(C)sc2C)c1	-0.4%	-8.3	/	/	/	-2.0%	6.4	-2.1%	/	-4.1%	/
COC(=O)[C@@H](Cc1ccccc1)NC(=O)NCCc1ccc(OC)c(OC)c1	-1.2%	3.1	-4.5%	/	/	2.5%	-16.5	0.5%	-20.0%	0.2%	-27.9%
COc1ccc(CCNC(=O)C2CCCN(c3nc4ccccc4s3)C2)cc1OC (configuration not stated)	0.2%	22.5	-8.5%	12.9%	-0.7%	-3.5%	18.0	-4.5%	-12.3%	3.6%	-13.0%
CS(=O)(=O)c1ccc(NCCN2CCOCC2)c([N+](=O)[O-])c1	0.6%	1.5	?	-0.8%	2.5%	3.8%	14.4	0.5%	-11.2%	-3.4%	7.2%
CC1(C)OC(=O)C(=CNn2cnc3ccccc3c2=O)C(=O)O1	2.1%	1.4	6.8%	-4.3%	1.8%	5.5%	7.0	0.0%	-1.7%	-5.3%	-16.8%
COc1ccc(Oc2ccc(C(F)(F)F)cc2NC(=O)c2ccc(C)cc2)cc1	-3.9%	-33.9	-8.2%	/	0.5%	-4.2%	10.0	-7.9%	13.4%	6.7%	/
CCOc1ccc(CCNC(=O)Cn2nc(C)n3cccc3c2=O)cc1OCC	5.1%	-21.3	4.2%	-8.3%	/	0.9%	-5.8	4.2%	-2.3%	1.2%	/
CC(=O)Oc1ccc2occ(C(=O)c3cccs3)c2c1	1.8%	-11.8	-4.9%	0.4%	-4.8%	-3.0%	4.7	7.4%[15.4 µM]	1.7%	?	0.2%
NC(=O)c1ccc(/C(N)=N/S(=O)(=O)c2cc(C(F)(F)F)cc(C(F)(F)F)c2)cc1	2.3%	1.1	-16.3%	4.1%	-6.8%	-1.1%	13.2	-8.8%	0.8%	-1.9%	/
COc1ccc(OC(=O)N2CCOCC2)cc1	-0.2%	-3.8	-1.8%	-1.8%	-1.8%	-0.3%	-11.7	-6.3%	-1.6%	2.2%	1.0%
COc1cc2c(cc1NC(=O)C(c1ccccc1)c1ccccc1)CCCC2	1.5%	-30.2	-2.4%	1.0%	-1.1%	-7.3%	33.4	1.6%	7.8%	16.2%	-1.1%
COc1cc(S(=O)(=O)NC2CCCC2)ccc1Cl	1.5%	-4.4	-4.4%	-3.9%	11.7%	2.7%	6.7	-10.3%	9.5%	0.3%	4.3%
CC1(C)CC(=O)C(CC(=O)N2CCC(Cc3ccccc3)CC2)C(=O)C1	4.1%	-10.8	2.8%	0.4%	2.1%	-2.1%	-20.1	0.5%	-8.8%	7.1%	45.4%[activator]
CCOc1ccc(/C=N/Nc2ccccn2)cc1	1.2%	-8.5	6.6%	-2.0%	-19.6%	-1.6%	4.8	-8.4%	-1.3%	?	?
Cc1ccnc(NC(=O)CCc2c(C)nc3ncnn3c2C)c1	3.2%	11.2	-11.9%	-1.7%	5.7%	1.1%	6.0	16.7%	-1.3%	-4.8%	-7.6%
Cc1cccc(OCc2nnc(SCC(=O)Nc3sc(C)c(C)c3C#N)n2C)c1	-1.4%	-17.3	-0.5%	0.2%	4.6%	1.9%	-1.2	18.7%	-0.6%	3.5%	?
CCCN1CCc2c(sc(NC(=O)Cc3ccc(F)cc3)c2C(N)=O)C1	0.0%	-1.0	1.3%	1.5%	/	30.7%[activator]	4.3	5.1%	2.1%	-2.4%	8.7%
Cc1nc(C)c(-c2ccc(SCC(=O)Nc3cccc(Cl)c3)nn2)s1	4.6%	-32.4	142.9%[activator]	-2.7%	21.9%	-6.9%	0.7	9.8%	-0.1%	-9.6%	/
COc1ccc(CN(C(=O)c2oc3ccccc3c2C)C2CCS(=O)(=O)C2)cc1 (configuration not stated)	-2.3%	/	0.9%	-0.2%	10.8%	-5.6%	-3.3	16.2%	14.7%	-8.7%	-17.1%
Cc1ccc(C)c(OCCC(=O)NCCc2ccc(Cl)cc2)c1	-3.0%	-2.2	-5.1%	-1.9%	1.5%	-1.3%	-0.5	-6.7%	10.4%	-13.9%	/
Cc1ccc(CN2CCN(Cc3cccc4c3OCO4)CC2CCO)cc1 (configuration not stated)	2.2%	5.3	4.5%	8.2%	-1.7%	1.8%	45.9	2.3%	-1.8%	-1.6%	-14.1%
C/C(=N\NC(=O)c1nn(C)cc1Br)c1ccncc1	2.0%	1.7	-10.5%	-0.2%	-9.8%	3.2%	9.2	0.1%	-3.2%	?	0.3%
CCc1cccc(CC)c1NC(=O)Cn1c(-c2ccc(F)cc2)noc1=O	-1.0%	0.0	1.8%	9.3%	-1.4%	-4.3%	9.5	1.2%	4.1%	-1.6%	18.6%
CC(=O)c1ccc(Nc2cc(C)nc3ncnn23)cc1	0.1%	-9.3	-0.3%	-3.6%	-3.0%	4.5%	-1.7	-14.7%	1.6%	-3.4%	-11.3%
O=C(c1ccncc1)N1CCN(S(=O)(=O)c2ccc3ccccc3c2)CC1	0.5%	-1.8	6.0%	-5.3%	27.1%	-0.5%	-1.5	-0.1%	-0.9%	-8.3%	-3.3%
Cc1ccc(S(=O)(=O)N2CCN(C(=O)CSc3ccccn3)CC2)c(C)c1	1.0%	-7.8	/	/	/	8.3%	22.2	-1.2%	1.3%	-8.1%	/
Cc1cc(C)n(CC(=O)NC2CCCc3c2cnn3-c2ccc(C)c(C)c2)n1 (configuration not stated)	1.2%	18.2	0.4%	0.1%	4.5%[0.46 µM]	4.1%	-5.3	2.9%	2.0%	-2.1%	-17.4%
CC(C)COc1cccc(C(=O)Nc2ccc(CN3CCOCC3)cc2)c1	3.7%	8.8	-5.5%	-9.5%	/	0.5%	13.2	0.9%	7.4%	?	?
COc1cc(C)c(N)cc1C(C)C	-1.1%	2.6	-0.4%	2.4%	9.9%	2.9%	4.1	0.9%	-0.5%	?	5.3%
C/C(=N\NC(=O)c1nonc1N)c1cccs1	3.1%	-6.4	11.6%	1.2%	-18.9%	3.9%	-1.8	-9.6%	-0.6%	?	-13.3%
CN(C)c1cccc(C(=O)NNC(=O)C23CC4CC(CC(C4)C2)C3)c1	?	-24.9	/	/	/	17.6%	-2.6	-13.4%	/	?	/

Screening results (PubChem)
